FBW7 activator: activators of human E3 ligase FBW7; normalized activity (activation), % at 26.1 µM; AID 1259310; AlphaScreen FBW7–phospho-cyclin E peptide binding, activator screen; Q969H0; 650,000 tested, 0.13% active; in the data active means normalized activity above about 1.9%;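 further: purified mutant Fbw7 with reduced substrate affinity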
TEAD-YAP block: TEAD-YAP interaction inhibition | HEK-TIYL cells, TEAD-Gal4/YAP UAS-luciferase luminescence | inhibition, % at 9.12 µM | 640,000 tested, 1.4% active | AID 1259422; in the data active means inhibition above about 32%;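 further: 0% = median of test compound wells and 100% = reference inhibitor wells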
GPR151 activ: activates the human receptor GPR151 | 650,000 tested, 1% active | activation, % at 11.2 µM | PathHunter beta-arrestin GPR151 cells, luminescence | Q8TDV0; in the data active means activation above about 4.9%;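 further: 0% = median of compound wells and 100% = cells with positive control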
Target sequence (Q8TDV0 whole entry, looked up): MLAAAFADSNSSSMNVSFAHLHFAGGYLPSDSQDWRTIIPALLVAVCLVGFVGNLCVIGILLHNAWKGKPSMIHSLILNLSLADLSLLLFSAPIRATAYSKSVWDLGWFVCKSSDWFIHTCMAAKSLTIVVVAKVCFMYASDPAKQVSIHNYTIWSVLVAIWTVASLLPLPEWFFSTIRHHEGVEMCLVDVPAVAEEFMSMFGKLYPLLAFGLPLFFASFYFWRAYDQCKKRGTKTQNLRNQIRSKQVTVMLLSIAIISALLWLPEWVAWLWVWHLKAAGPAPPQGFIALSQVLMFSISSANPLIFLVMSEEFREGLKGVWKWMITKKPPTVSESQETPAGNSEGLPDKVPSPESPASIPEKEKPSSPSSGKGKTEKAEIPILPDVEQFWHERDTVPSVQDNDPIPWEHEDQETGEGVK
MITF primary: inhibitors of human MITF. O75030. inhibition, % at 2.6 µM. AlphaScreen MITF homodimerization, bead proximity signal. 650,000 tested, 0.91% active; in the data active means inhibition above about 50%;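 further: 0% = vehicle wells with protein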
Target sequence (O75030 whole entry, looked up): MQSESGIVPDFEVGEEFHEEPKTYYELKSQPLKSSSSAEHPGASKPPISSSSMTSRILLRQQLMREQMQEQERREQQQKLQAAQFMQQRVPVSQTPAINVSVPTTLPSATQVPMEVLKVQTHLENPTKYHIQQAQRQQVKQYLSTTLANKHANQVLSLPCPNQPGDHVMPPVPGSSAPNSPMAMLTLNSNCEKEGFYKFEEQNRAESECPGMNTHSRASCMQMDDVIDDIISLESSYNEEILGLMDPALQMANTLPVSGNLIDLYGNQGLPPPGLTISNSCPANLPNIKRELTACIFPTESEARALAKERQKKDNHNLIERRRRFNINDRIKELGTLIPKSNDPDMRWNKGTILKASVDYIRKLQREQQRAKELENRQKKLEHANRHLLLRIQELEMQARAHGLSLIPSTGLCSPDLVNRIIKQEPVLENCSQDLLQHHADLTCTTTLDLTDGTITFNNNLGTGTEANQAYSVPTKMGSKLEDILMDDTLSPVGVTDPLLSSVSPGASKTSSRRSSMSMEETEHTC
Numbers without * were called inactive.

SMILES	FBW7 activator	TEAD-YAP block	GPR151 activ	MITF primary
COc1ccccc1-c1ccc(=O)n(CC(=O)NCCc2ccccc2)n1	0.0	-1	2.6	-1
CCOC(=O)c1sc2nc(SCC(=O)N(CC)CC)n(Cc3ccc(C)cc3)c(=O)c2c1C	0.1	-6	-1.0	-9
CN(C)CCNc1ncnc2c1sc1nc(N3CCOCC3)c3c(c12)CC(C)(C)OC3	-0.4	-16	0.7	-6
CC1=NN(c2nnc(C)c(=O)[nH]2)C(=O)C1	-0.1	7	-1.3	103*
O=c1c2cc3ccccc3cc2[nH]c(=S)n1CC1CCCO1 (stereo not given)	0.1	-34	0.4	-10
O=C(CSc1cn(CC(=O)N2CCCC2)c2ccccc12)NCc1ccco1	0.7	-1	1.0	5
CCOc1ccccc1/C=N/c1sc2c(c1C(N)=O)CCCC2	-0.1	-4	-0.6	-2
CC(NC(=O)c1ccccc1)c1n[nH]c(=S)n1C (stereo not given)	-0.2	-2	0.1	4
Cc1cc(NC(=O)c2cc3ccccc3oc2=O)no1	-0.1	-9	0.3	-2
CCCCNC(=O)C1C2C=CC3(CN(Cc4ccc(C)cc4)C(=O)C13)O2 (stereo not given)	-0.2	5	0.0	-1
CC(C)(C)NC(=O)COc1ccc(C#N)cc1	0.1	-2	2.3	18
c1ccc(-c2nnn3c2nc(N2CCCC2)c2ccccc23)cc1	0.0	11	-0.2	14
COc1ccccc1C(=O)CC1(O)C(=O)Nc2ccc(Cl)cc21 (stereo not given)	-0.1	4	0.6	-10
COc1ccc(S(=O)(=O)Nc2cc(C)ccc2C)cc1C	0.0	1	-0.2	6
CCOc1cc(/C=N/NC(=O)CNC(=O)c2cccc(F)c2)cc(Br)c1O	-0.1	1	0.5	-4
CCOc1ccc(NC(=O)N2CCn3c(C)ccc3C2CC)cc1 (stereo not given)	-0.2	5	-0.5	6
CCC(C)Nc1nc(-c2ccc(C)cc2)nc2ccccc12 (stereo not given)	-0.2	1	-1.3	1
COc1cc2c(cc1OC)C(C(=O)N(C)C1CCCCC1)C(c1cccs1)N(C)C2=O (stereo not given)	-0.1	-2	0.0	-4
CCOC(=O)c1c(NC(=O)c2ccc(S(=O)(=O)N3CCCCC3C)cc2)sc2c1CCN(C)C2 (stereo not given)	0.1	1	-0.6	-10
CCS(=O)(=O)N1CCC(C(=O)c2ccc(F)cc2)CC1	0.1	5	0.7	13
CC(C)C(NS(C)(=O)=O)c1nnc2n1CCN(Cc1ccc3cccnc3c1)CC2 (stereo not given)	-0.3	-2	-0.2	-4
CN(C(=O)Cn1nnc(-c2cccc(C(F)(F)F)c2)n1)C1CCCCC1	-0.1	3	0.9	9
O=S(=O)(c1ccc(Cl)c(NC(=S)Nc2cccc(O)c2)c1)N1CCOCC1	0.0	-2	1.8	2
Cc1cc(C(=O)COC(=O)c2ccc(-n3cnnn3)cc2)c(C)n1CCc1ccccc1	-0.1	9	3.1	7
CCC1Oc2ccccc2N(CC(=O)NC(C)(C)C)C1=O (stereo not given)	0.4	8	-0.4	12
CC(C)Cc1cc(C(=O)NCc2ccccc2)no1	0.0	-24	0.5	3
O=C1OCc2ccc(NC(=O)c3cccc4ccccc34)cc21	-0.1	-11	0.5	-1
O=C(Nc1cccc(C(F)(F)F)c1)C(Cl)(Cl)Cl	-0.1	3	0.5	7
Cc1ccc(-c2csc(NC(=O)c3cccc([N+](=O)[O-])c3C(=O)O)n2)cc1	0.0	-9	-0.4	-8
CCSc1ncc(Cl)c(C(=O)N2CCN(c3ccccc3OC)CC2)n1	-0.3	60*	0.5	9
CC(C)Cc1ccc(S(=O)(=O)NCC2CCCO2)cc1 (stereo not given)	-0.1	-13	0.0	-1
CC(C)c1nccn1CCC(=O)N1CCCC1c1nc2ccccc2[nH]1 (stereo not given)	0.1	-67	-1.3	-9
FC(F)Oc1ccc(C2=CC(c3ccc(Cl)cc3)n3nnnc3N2)cc1 (stereo not given)	0.5	5	0.5	9
CCCCC(CC)C(=O)NCCc1ccc(S(N)(=O)=O)cc1 (stereo not given)	0.3	11	2.2	20
CSCc1ccc(C(=O)N2CCC(CCC(=O)NCC3CCCO3)CC2)o1 (stereo not given)	0.3	11	-0.6	-1
Cc1ccccc1OCc1ccc(-c2nc(C#N)c(N3CCOCC3)o2)o1	0.5	5	-0.1	22
Cc1ccc(C)c(NC(=O)CN(c2cccc(Cl)c2C)S(C)(=O)=O)c1	-0.2	1	0.3	-2
c1ccc(CNc2cc(Nc3ccccn3)ncn2)cc1	-0.1	-21	-0.3	10
Cc1nonc1CC(=O)N1CCC2(CC1)NC(=O)c1ccccc1N2	0.0	-11	0.5	-1
CC(CNC(=O)c1ccc(C(C)(C)C)cc1)CN(C)C (stereo not given)	0.0	0	-0.8	11

In a second layout: results already given
CCSc1ncc(Cl)c(C(=O)N2CCN(c3ccccc3OC)CC2)n1
  FBW7 activator = -0.3
  TEAD-YAP block = 60*
  GPR151 activ = 0.5
  MITF primary = 9

Cc1ccccc1OCc1ccc(-c2nc(C#N)c(N3CCOCC3)o2)o1
  FBW7 activator = 0.5
  TEAD-YAP block = 5
  GPR151 activ = -0.1
  MITF primary = 22

Compound profiles (already shown):
Cc1nonc1CC(=O)N1CCC2(CC1)NC(=O)c1ccccc1N2 is entered as FBW7 activator = 0.0; TEAD-YAP block = -11; GPR151 activ = 0.5; MITF primary = -1
Cc1ccccc1OCc1ccc(-c2nc(C#N)c(N3CCOCC3)o2)o1 is entered as FBW7 activator = 0.5; TEAD-YAP block = 5; GPR151 activ = -0.1; MITF primary = 22
CC(C)Cc1ccc(S(=O)(=O)NCC2CCCO2)cc1 (stereo not given) is entered as FBW7 activator = -0.1; TEAD-YAP block = -13; GPR151 activ = 0.0; MITF primary = -1

Later entries:
SMILES	FBW7 activator	TEAD-YAP block	GPR151 activ	MITF primary
CCc1ccc(OC(=O)c2sc3ncn(Cc4ccccc4Cl)c(=O)c3c2C)cc1	0.8	-7	0.8	23
CCN1C(=O)c2cccc3c(NC(=O)c4ccc(I)cc4)ccc1c23	-0.1	-3	0.3	-18
COC(=O)C1=C(N)Oc2c(oc(CO)cc2=O)C1c1c(Cl)cccc1Cl (stereo not given)	-0.2	9	4.3	-3
CC(C)c1ccc(NC(=O)c2cc(F)cc3c2OCOC3)cc1	0.0	-19	-0.3	-6
CCCCNC(=O)CCn1nc(-c2ccccc2)ccc1=O	0.4	13	1.6	4
Cc1noc(C)c1-c1cncc(C(=O)NCCc2ccc(O)cc2)c1	-0.2	0	1.2	-4
O=C(NCc1nc2ccccc2[nH]1)c1ccc2nc(NC3CCC(O)CC3)sc2c1 (stereo not given)	0.2	7	-2.2	15
CC(C)CCNC(=O)CN(Cc1ccccc1Cl)C(=O)CCC(=O)Nc1ccccn1	-0.1	-1	0.4	-5
Cc1ccc(S(=O)(=O)N2CCC(N3CCN(C)CC3)CC2)cc1Cl	0.0	4	-1.0	7
COCCCNC(=O)C(=O)NCC(c1ccco1)N1CCOCC1 (stereo not given)	0.3	-2	0.5	15
Cc1ccc(CNc2ccnc3c(-c4ccccc4CO)cnn23)c(C)c1	-0.1	-11	-0.5	-3
CC(=O)c1c(C)oc2c1cc(NS(=O)(=O)c1cccc3cccnc13)c1ccccc12	-0.2	-1	0.9	-2
Cc1c2cnn(-c3ccccc3)c(=O)c2c(C)n1CCCC(=O)N1CCC(C(N)=O)CC1	0.0	-2	2.3	-5
CC(C)c1ccc(NC(=O)CN(C)S(=O)(=O)c2ccc3c(c2)CCC(=O)N3)cc1	0.0	-11	0.8	-9
NC(=O)c1ccc(-c2cccc(C(=O)NCCN3CCOCC3)n2)cc1	0.5	1	0.1	8
Cc1cc([N+](=O)[O-])ccc1NC1CC(O)C(CO)O1 (stereo not given)	0.4	-6	0.3	0
Cn1ncc2c(NCCc3c[nH]c4ccccc34)ncnc21	-0.1	-43	-0.8	-8
Cc1cccc(-c2nnc(N)s2)c1	0.0	-12	-1.0	2
CCOc1ccc(NC(=O)C2c3ccccc3C(=O)N(Cc3ccc(F)cc3)C2c2ccc(OC)cc2)cc1 (stereo not given)	-0.1	-7	-0.2	7
Fc1ccc(-c2nc3cc(F)c(Cl)cc3nc2-c2ccc(F)cc2)cc1	-0.1	3	-0.6	5
CCCOc1ccc(N2CCN(C(=O)c3ccc(OCC)cc3)CC2)nn1	0.4	7	0.0	2
Cc1cc(Cl)ccc1OCc1nc(-c2ccncc2)no1	0.0	-42	0.6	3
Cc1nc2nc[nH]n2c(=O)c1NS(=O)(=O)c1ccc2c(c1)CCCC2	0.4	-3	-0.2	8
Cc1ccc(C)c(NC(=O)CCC(=O)Nc2cc(C)ccc2C)c1	0.2	-4	-0.3	7
COc1ccc(C(=O)N[C@H]2C[C@H]3C(=O)N[C@H](CC(C)C)C(=O)N3C2)cc1	0.3	7	-0.6	19
Cc1nc2sc3c(c2c(=O)n1Cc1ccc(C(F)(F)F)cc1)CCCC3	-0.2	5	1.1	-3
Cn1c(=O)c2c(nc(SCC(=O)N3CCOCC3)n2Cc2ccc(Cl)cc2Cl)n(C)c1=O	-0.2	6	1.6	-5
CCP(=Nc1ccc([N+](=O)[O-])cc1)(c1c(C)nn(-c2ccccc2)c1C)N(C)C (stereo not given)	-0.2	-5	-0.7	26
COc1ccc(CC(=O)NCC2CC(Cc3ccc(F)cc3)=NO2)cc1 (stereo not given)	-0.1	-12	-0.6	-9
O=C(NCCO)c1c(O)c2cccc3c2n(c1=O)CCC3	0.4	3	-1.0	0
CC(C)(C)c1cc(Cl)ccc1OCCCNCCN	-0.1	11	-0.9	12
CCOC(=O)c1c(-c2ccc(C)cc2)csc1NC(=O)COc1ccccc1	0.4	-2	1.4	-6
COC(=O)N/N=C\c1ccc(Cl)s1	0.7	-1	0.3	1
Cc1cccc(NS(=O)(=O)c2ccc(C)cc2C)c1	-0.1	-10	1.1	8
Cc1sc2nc(C)n(N=C3C=CC(=O)C=C3)c(=O)c2c1C	-0.1	-10	3.7	14
N#CC1(c2ccccc2)CCCN1C(=O)c1ccc(Br)o1 (stereo not given)	0.0	-4	-0.5	3
NC(=O)C1(N2CCCCC2)CCN(Cc2ccc(F)cc2)CC1	0.2	2	0.1	16
O=C(CSc1ccc([N+](=O)[O-])cn1)Nc1ccc(Cl)c(C(=O)O)c1	0.0	2	0.8	-18
Cc1cc2oc(=O)sc2cc1NS(=O)(=O)c1ccccc1	-0.1	-7	1.4	-14
O=S(=O)(Nc1ccc(N2CCOCC2)cc1)c1cccc2cccnc12	0.0	-4	-1.7	7
Cc1cc(C)c(C(=O)NCCCS(=O)(=O)N2CCc3ccccc3C2)c(C)c1	-0.1	-9	1.1	0
CCN(CC)S(=O)(=O)c1ccc(-c2nnco2)cc1	0.0	-1	0.2	-2
CN(CC(=O)NCCC1=CCCCC1)S(=O)(=O)c1ccc(Br)cc1	-0.2	-4	0.4	6
CC(=O)NCCNC(=O)COc1c(C)cc(C)cc1C	-0.1	5	-0.2	8
CNC(=O)CN(C)S(=O)(=O)c1ccc(OC)c(Cl)c1	0.0	-1	0.2	20
CC(C)(C)c1ccc(-c2nnc(NC(=O)Nc3cccc(Cl)c3)s2)cc1	0.0	-9	0.3	-11
CCOC(=O)c1ccccc1NC(=O)c1c(-c2c(Cl)cccc2Cl)noc1C	-0.1	12	-1.9	2
O=C(Nc1ccc(Cl)c(Cl)c1)c1ccc(C(=O)Nc2ccc(Cl)c(Cl)c2)cc1	-0.1	-3	2.6	-9
O=C(CN1CCCCC1)Nc1c2c(nc3ccccc13)N(c1ccccc1)CC2	0.1	0	1.4	32
COc1ccc(CCNC(=O)/C=C/c2cccs2)cc1OC	0.0	-1	3.1	10
O=C(NCc1cccc2ccccc12)C12CC3CC(CC(C3)C1)C2	-0.2	-10	1.2	-12
COCCNc1nc(CSc2ccccc2)nc2sc(C)c(C)c12	0.0	-18	-2.5	-9
O=C(O)c1cc(C(=O)O)cc(N2C(=O)c3cccc([N+](=O)[O-])c3C2=O)c1	0.0	-6	-0.9	-2
CC(=O)c1cccc(N(CC(=O)NC2CCCCC2)C(=O)CNC(=O)c2cccs2)c1	0.1	-18	0.5	6
COCCCNc1nc2c(c(=O)n(C)c(=O)n2C)n1Cc1cccc(Br)c1	0.5	10	-1.3	8
c1ccc(CN2CCC(Nc3nc(NCc4ccc5c(c4)OCO5)nc4c3ncn4-c3ccccc3)CC2)cc1	-0.1	-6	-1.2	-1
Cc1ccccc1NC(=O)N1CCN(c2ccc(Nc3ccncc3)nn2)CC1	-0.1	-3	-1.0	9
C=CCNC(=O)Cn1nc(-c2ccccc2OC)ccc1=O	-0.1	-3	0.1	72*
O=C(NCCN1CCn2cc(OCc3ccc(F)cc3)c(=O)cc2C1=O)c1ccco1	-0.2	6	0.6	-3
COc1ccc(NC(=O)/C(C#N)=C2/C(=O)Nc3c(Cl)cc(Cl)cc32)cc1OC	-0.1	8	-0.2	-1
O=C(NC(c1ccccc1)c1ccsc1)C1CCN(C(=O)c2ccco2)CC1 (stereo not given)	-0.4	8	0.1	-10
CCSc1nnc(NC(=O)c2ccc(OC)c(OC)c2)s1	-0.1	-3	-1.3	-16

Part of the list above, limited to GPR151 activ.
compound | GPR151 activ
O=C(O)c1cc(C(=O)O)cc(N2C(=O)c3cccc([N+](=O)[O-])c3C2=O)c1 | -0.9
CC(=O)c1cccc(N(CC(=O)NC2CCCCC2)C(=O)CNC(=O)c2cccs2)c1 | 0.5
COCCCNc1nc2c(c(=O)n(C)c(=O)n2C)n1Cc1cccc(Br)c1 | -1.3
c1ccc(CN2CCC(Nc3nc(NCc4ccc5c(c4)OCO5)nc4c3ncn4-c3ccccc3)CC2)cc1 | -1.2
Cc1ccccc1NC(=O)N1CCN(c2ccc(Nc3ccncc3)nn2)CC1 | -1.0

From PubChem BioAssay
